Screens from PubChem BioAssay.
sEH activator = soluble epoxide hydrolase activators, primary screen, biochemical, human sEH | Bifunctional epoxide hydrolase 2 (Homo sapiens), P34913 | 91,000 compounds, 0.04% hits | activation, % at 2 µM | purified human sEH enzymatic activity, activator screen | AID 717, 2007; in the data active = activation above about 37%; note: values of inactives mirror those of a sister screen read the other way
Target sequence (P34913 whole entry, looked up): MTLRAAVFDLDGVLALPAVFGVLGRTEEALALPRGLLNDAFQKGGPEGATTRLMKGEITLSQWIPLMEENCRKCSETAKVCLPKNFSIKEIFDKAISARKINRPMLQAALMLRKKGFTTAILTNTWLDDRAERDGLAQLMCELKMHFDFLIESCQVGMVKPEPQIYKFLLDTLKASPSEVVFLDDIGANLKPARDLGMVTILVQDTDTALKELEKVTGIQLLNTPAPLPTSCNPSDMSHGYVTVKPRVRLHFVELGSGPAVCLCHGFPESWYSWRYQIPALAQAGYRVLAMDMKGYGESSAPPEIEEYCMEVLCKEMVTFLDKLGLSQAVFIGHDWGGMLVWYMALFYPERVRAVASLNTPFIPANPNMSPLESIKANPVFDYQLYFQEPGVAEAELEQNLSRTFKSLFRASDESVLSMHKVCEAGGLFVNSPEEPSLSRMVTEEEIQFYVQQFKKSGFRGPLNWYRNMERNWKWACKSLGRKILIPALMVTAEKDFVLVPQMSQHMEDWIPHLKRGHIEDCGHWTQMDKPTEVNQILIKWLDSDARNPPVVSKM
E coli WT exp = growth inhibitors of wild-type E. coli, primary screen, strain BW25113, expanded library, OD600; 98,000 compounds, 0.15% hits; OD600 absorbance; growth inhibition, % at 100 µM;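 active = growth inhibition above about 50% at one test dose, limit read from the data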;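 note: growth measured after 20 h incubation at 37 °C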
S1P2 agonist = S1P2 receptor agonists, primary screen, cell-based. S1P2-expressing cell line, agonist reporter read-out. AID 729, 2007. Sphingosine 1-phosphate receptor 2 (Homo sapiens), O95136. 97,000 compounds, 0.46% hits. activation, % at 4.5 µM; in the data active = activation above about 16%;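 note: 0% = vehicle low control and 100% = maximal reference agonist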
PLAP activator = PLAP enzyme activators, biochemical, luminescence, HTS; Alkaline phosphatase, placental type (Homo sapiens), P05187; purified PLAP enzyme, luminescent substrate read-out; hits give high values; activation fold at 20 µM; 96,000 compounds, 1.2% hits; AID 696, 2007; in the data active = activation fold above about 2
Target sequence (P05187 whole entry, looked up): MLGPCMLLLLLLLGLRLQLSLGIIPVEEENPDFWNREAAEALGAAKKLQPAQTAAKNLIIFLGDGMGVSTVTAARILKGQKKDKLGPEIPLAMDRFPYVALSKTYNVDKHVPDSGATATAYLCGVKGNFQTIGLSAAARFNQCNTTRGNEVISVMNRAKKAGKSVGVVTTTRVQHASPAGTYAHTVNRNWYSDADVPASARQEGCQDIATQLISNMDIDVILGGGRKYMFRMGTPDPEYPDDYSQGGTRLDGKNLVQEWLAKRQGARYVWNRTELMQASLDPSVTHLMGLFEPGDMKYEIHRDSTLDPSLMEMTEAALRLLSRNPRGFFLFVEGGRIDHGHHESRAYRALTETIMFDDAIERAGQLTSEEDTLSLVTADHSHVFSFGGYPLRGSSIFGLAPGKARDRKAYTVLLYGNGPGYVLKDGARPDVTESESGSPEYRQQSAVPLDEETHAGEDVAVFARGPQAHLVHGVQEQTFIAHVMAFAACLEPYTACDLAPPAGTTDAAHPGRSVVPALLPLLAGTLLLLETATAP
S1P2 antag = human S1P2 receptor antagonists, primary screen, cell-based; Sphingosine 1-phosphate receptor 2 (Homo sapiens), O95136; cell-based S1P2 antagonist assay, inhibition at 5 uM; inhibition, % at 5 µM; 97,000 compounds, 0.21% hits; AID 736, 2007; in the data active = inhibition above about 45%;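 note: CRE beta-lactamase reporter cells expressing human S1P2 stimulated with S1P; 0% = agonist at EC80 alone and 100% = agonist plus reference antagonist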
sEH inh = soluble epoxide hydrolase inhibitors, primary screen, biochemical, human sEH; Bifunctional epoxide hydrolase 2 (Homo sapiens), P34913; recombinant human sEH enzymatic activity assay; inhibition, % at 2 µM; 91,000 compounds, 0.34% hits; AID 707, 2007; in the data active = inhibition above about 80%; note: values of inactives mirror those of a sister screen read the other way; many of its hits are not listed in these tables
CD11b adhes inh = inhibitors of CD11b/CD18 adhesion to fibrinogen, primary screen, K562 cells, luminescence; Integrin beta-2 (Homo sapiens) + Integrin alpha-M (Homo sapiens), P05107+P11215; ATPlite luminescence; Mn2+ added to activate the integrin; inhibition, % at 10 µM; 93,000 compounds, 0.54% hits; AID 1497, 2009;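 active = primary inhibition of 50% or more at 10 µM, then 40% or more on retest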; note: some results filed as inactive read as strong as hits
PostGolgi yeast = phenotypic screen on post-Golgi transport, primary screen. 98,000 compounds, 0.9% hits. post-Golgi transport phenotypic cell assay. inhibition, % at 10 µM;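 note: yeast cells grown in 1536-well plates; yeast grown about 18 h at 30C before absorbance read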
PostGolgi ctrl = growth inhibition of yeast control strain, primary screen, counter-screen for post-Golgi transport modulator project. efflux-deficient yeast background strain, growth absorbance A615, 16 h. inhibition, % at 10 µM. 98,000 compounds, 5% hits. AID 738, 2007
Starred values were filed as active, the others as inactive; / = not tested or not shown. Cut-off read from the data, not from the text of the source, unless noted: active = inhibition above about 30%; inactive = the rest.

#	SMILES	sEH activator	E coli WT exp	S1P2 agonist	PLAP activator	S1P2 antag
1	CCOC(=O)Cn1nc(-c2ccc(Cl)cc2)cc1N	4	10	-3	0.8	4
2	CCN1CCN(CC(=O)Nc2ccc3c(c2)OCCO3)C(=O)C1=O	/	8	-2	0.9	3
3	COc1ccc(N(CC(=O)Nc2ccccc2C(=O)NCc2ccco2)S(C)(=O)=O)cc1	2	3	-1	1	6
4	CCN(CC)C(=O)C1CCCN(Cc2ccc(OC)c(C)c2)C1 (stereo not drawn)	/	0	/	1.2	/
5	Cn1c(=N)n(CC(=O)c2ccc(Br)s2)c2ccccc21	-6	16	-5	0.7	11
6	CCOC(=O)C(C(=O)N(C)C)c1ncc(C(F)(F)F)cc1Cl (stereo not drawn)	4	-4	-8	0.9	12
7	COc1cccc(CNS(=O)(=O)c2cccc(S(=O)(=O)N3CCOCC3)c2)c1	-3	-4	-6	0.9	2
8	Cc1ccccc1Cn1ccc(NC(=O)c2cnn3c(C(F)(F)F)cc(-c4ccco4)nc23)n1	4	-10	1	0.9	-3
9	CCOC(=O)c1c(C)n(C)c2ccc(OCC(O)CN3CCC(C)CC3)cc12 (stereo not drawn)	1	-2	-4	1.7	1
10	Cc1ccc(NC2=CC(=O)CCC2)cc1C	-6	-4	1	0.7	6

#	sEH inh	CD11b adhes inh	PostGolgi yeast	PostGolgi ctrl
1	-3	-21	-1	25
2	/	-4	21	18
3	-6	-22	1	-1
4	/	-5	1	8
5	4	-24	15	-4
6	-2	/	18	7
7	2	0	15	7
8	-1	-39	-1	33*
9	-1	-6	-6	5
10	7	-5	3	-2

Carrying on:
#	SMILES	sEH activator	E coli WT exp	S1P2 agonist	PLAP activator	S1P2 antag
11	Cc1ccc(C)n1NC(=O)c1cccs1	-4	7	-7	0.9	15
12	COCc1cc(C)nc(N2CCOCC2)c1C#N	9	2	-4	1	0
13	CCN(CC)C(=O)C1CCCN(Cc2ccccc2F)C1 (stereo not drawn)	/	-5	/	0.9	/
14	c1ccc(CC2CCN(Cc3nc(-c4ccccc4)no3)CC2)cc1	6	2	-2	0.9	-5
15	CCOC(=O)CSc1ncnc2c1nnn2-c1ccc(F)cc1	5	-2	-1	1	13
16	Nc1nc(-c2ccc(F)cc2)cc(C(F)(F)F)n1	-8	7	-2	0.7	-26
17	O=C(Cc1ccccc1)NNC(=O)c1cccs1	-2	15	-3	1	-19
18	Cc1cccc(NC(=S)Nc2ccc(Br)cc2)c1	-17	7	-4	1.2	21
19	CCN1CCN(Cc2cccc(Oc3ccccc3)c2)CC1	18	-1	1	2.2*	-2
20	COc1cccc(-n2ccnc2SCC(=O)Nc2cc(OC)ccc2OC)c1	10	-18	0	1	-1

#	sEH inh	CD11b adhes inh	PostGolgi yeast	PostGolgi ctrl
11	4	-19	-4	3
12	-10	6	0	/
13	/	1	-16	5
14	-12	28	4	22
15	-6	-5	-1	3
16	6	0	-5	9
17	5	-11	-4	1
18	18	/	-2	0
19	-16	9	2	19
20	-10	9	11	10

Given with values under each structure: part of the list above.
Each structure is followed by: sEH activator, E coli WT exp, S1P2 agonist, PLAP activator, S1P2 antag, sEH inh, CD11b adhes inh, PostGolgi yeast, PostGolgi ctrl
#12 COCc1cc(C)nc(N2CCOCC2)c1C#N
  9, 2, -4, 1, 0, -10, 6, 0, /
#14 c1ccc(CC2CCN(Cc3nc(-c4ccccc4)no3)CC2)cc1
  6, 2, -2, 0.9, -5, -12, 28, 4, 22
#11 Cc1ccc(C)n1NC(=O)c1cccs1
  -4, 7, -7, 0.9, 15, 4, -19, -4, 3
#16 Nc1nc(-c2ccc(F)cc2)cc(C(F)(F)F)n1
  -8, 7, -2, 0.7, -26, 6, 0, -5, 9

Next part:
#	SMILES	sEH activator	E coli WT exp	S1P2 agonist	PLAP activator	S1P2 antag
21	COc1cccc(-c2n[nH]c(=S)n2Cc2ccco2)c1OC	10	2	-3	1.1	-10
22	COc1ccc(-c2cc(=O)oc3cc4occ(C)c4cc23)cc1	-9	-6	-4	0.8	6
23	Cc1cc(C(=O)NCc2ccccc2Br)no1	-7	7	-6	1.1	-11
24	CCOC(=O)C1=C(c2ccccc2)Nc2ncnn2C1c1cc(OC)ccc1OC (stereo not drawn)	-4	-1	-1	0.8	-1
25	C=CCn1c(C)cc(C(=O)COc2nncc3ccccc23)c1C	/	1	-10	1.4	2
26	Cc1cccc(/C(N)=N/OC(=O)CCc2ccccc2)c1	12	1	-6	0.9	15
27	C#CCOC(=O)CCC(=O)Nc1cc(OC)nc(OC)n1	2	5	-4	1.1	-18
28	O=C(O)c1cnc(-c2ccccc2)nc1Sc1ccc(Cl)cc1Cl	15	-10	-6	1.2	21
29	COc1cc(C(=O)NCc2ccco2)cc(OC)c1OC	13	2	-7	0.9	-9
30	Cc1ccc(CNC(=O)Cn2ccc3ccccc3c2=O)o1	/	-7	-6	1.1	28

#	sEH inh	CD11b adhes inh	PostGolgi yeast	PostGolgi ctrl
21	-7	-6	-5	-5
22	9	/	0	10
23	4	-4	6	10
24	9	-12	-2	5
25	/	-6	-17	-6
26	-14	9	0	22
27	-3	-4	0	1
28	-12	/	-4	30
29	-14	-5	-1	12
30	/	-3	-5	21

New compounds follow
#	SMILES	sEH activator	E coli WT exp	S1P2 agonist	PLAP activator	S1P2 antag
31	O=C(O)CCC(=O)N1CCN(c2ccccn2)CC1	12	5	-2	0.9	-13
32	Cc1c(CC(C)C)nc(N)c(C#N)c1-c1ccccc1	-11	-16	-1	0.8	-30
33	CN(c1ccccc1C(=O)Nc1ccc2c(c1)OCCO2)S(C)(=O)=O	12	-19	-2	/	1
34	CCCCN1C(=O)c2ccccc2C1C(=O)NC1CCCC1 (stereo not drawn)	/	-2	-2	1	0
35	Cc1ccc2oc(=O)c3cnn(CC(=O)N4CCCc5ccccc54)c3c2c1	0	0	-9	0.9	15
36	COc1cc(CCC(=O)OCC(=O)Nc2nc(C)c(Cl)cc2Cl)cc(OC)c1OC	-18	4	-14	1.1	14
37	COc1ccc2occ(C(=O)c3coc4ccc(O)c(CN(C)C)c34)c2c1	-15	3	-1	1.3	16
38	CCC(C)(C)n1nnnc1CN1CCC(NC(=O)c2ccc(Br)cc2)CC1	-7	/	-6	/	1
39	C=CCOc1c(CNc2ccc(C(=O)O)cc2)cccc1OCC	-5	-2	3	1	-15
40	O=C1CC(NCCN2CCOCC2)C(=O)N1Cc1ccc(N2CCCC2=O)cc1 (stereo not drawn)	-21	0	-5	1.1	15

#	sEH inh	CD11b adhes inh	PostGolgi yeast	PostGolgi ctrl
31	-13	-8	3	10
32	12	-16	-3	14
33	-8	/	-1	3
34	/	5	17	5
35	0	3	-8	12
36	17	0	-8	22
37	15	-4	14	6
38	9	/	/	/
39	3	/	0	7
40	22	/	-2	5

Additional entries follow:
#	SMILES	sEH activator	E coli WT exp	S1P2 agonist	PLAP activator	S1P2 antag
41	CC(C)[C@H](NC(=O)OC(C)(C)C)c1nnc(SCc2cccc(F)c2)o1	3	5	-2	1	7
42	Cc1ccc(-n2c(Cc3cccs3)nnc2SCC(=O)Nc2ccc(F)c(F)c2)cc1	-8	-2	-2	0.8	-10
43	Cc1oc(-c2ccc(Cl)cc2)nc1CS(=O)CC(=O)NCCCN(C)C1CCCCC1 (stereo not drawn)	2	6	-5	1.5	-5
44	CS(=O)(=O)c1nc(-c2cccs2)cc(C(F)(F)F)n1	-9	12	-1	0.9	29
45	Cc1nn2c(-c3ccncc3)nnc2c2ccccc12	-9	2	-3	1	-28
46	CCC1CCCCN1C(=O)CSc1nc(N)c(NC(=O)c2ccc(OC)c(OC)c2)c(=O)[nH]1 (stereo not drawn)	2	1	-5	1.3	0
47	COC(=O)c1ccccc1NC(=O)C1CCN(C(=O)c2ccc(OC)cc2)CC1	-7	2	-2	1.3	-15
48	CCn1c(SCC(=O)C(C)(C)C)nnc1-c1cnccn1	-9	/	-5	/	-2
49	O=C(NCc1cccnc1)/C(=C/c1ccc(-c2cccc(Cl)c2)o1)S(=O)(=O)c1ccccc1	-6	-11	-6	0.9	28
50	CCOC(=O)c1cnc(SCc2nc(N)nc(Nc3ccc(F)cc3)n2)nc1N	14	-14	-2	0.9	-32

#	sEH inh	CD11b adhes inh	PostGolgi yeast	PostGolgi ctrl
41	-3	/	1	4
42	10	2	4	14
43	-1	1	22	3
44	9	-8	8	55*
45	9	-57	11	64*
46	-3	3	-1	0
47	4	/	0	11
48	12	/	/	/
49	8	5	11	37*
50	-11	-10	-7	1

Carrying on:
#	SMILES	sEH activator	E coli WT exp	S1P2 agonist	PLAP activator	S1P2 antag
51	CC(C)C(=O)Nc1ccc2oc(-c3cc(F)c(F)cc3Cl)nc2c1	2	/	-5	/	-2
52	C1=C(CCNCC2CC2)CCCC1	21	1	-3	1	-4
53	CCOC(=O)C1=C(N)OC2=C(C(=O)CC(C)(C)C2)C1c1cccnc1 (stereo not drawn)	9	3	2	0.9	-7
54	COCCOC(=O)C1=C(C)NC2=C(C(=O)CCC2)C1c1ccc(N(C)C)cc1 (stereo not drawn)	/	/	-3	1.5	15
55	Cc1ccc2c(c1)N(CCC(=O)NCc1ccccn1)C(=O)CO2	-4	-5	-5	1.3	8
56	COCCN(C(=O)Cc1cccs1)C(C(=O)NCc1ccc(OC)cc1)c1ccc(OC)cc1 (stereo not drawn)	/	-10	-2	1.7	16
57	CC(NC(=O)c1cc2ccccc2o1)C(=O)O (stereo not drawn)	-8	1	-9	0.9	16
58	Cc1ccc(C)c(NC(=O)CSc2n[nH]c(-c3ccncc3)n2)c1	1	0	-5	0.9	-12
59	O=C(CSc1nnnn1-c1ccc(F)cc1)Nc1nc2ccccc2s1	0	-7	-1	0.9	7
60	COc1cc(NC(=O)c2ccco2)c(OC)cc1NC(=O)CCC(=O)Nc1cc(C)ccc1C	-1	-4	-7	0.9	4

#	sEH inh	CD11b adhes inh	PostGolgi yeast	PostGolgi ctrl
51	1	/	/	/
52	-21	-4	-1	5
53	-10	-5	7	7
54	/	-6	/	/
55	3	-22	2	4
56	/	18	16	7
57	6	/	0	11
58	1	-5	-1	0
59	-2	/	-7	9
60	2	-2	-12	4

Going on with the list.
#	SMILES	sEH activator	E coli WT exp	S1P2 agonist	PLAP activator	S1P2 antag
61	OCCN(Cc1ccccc1)CC1CCCCC1	-5	3	-4	0.9	10
62	COc1cccc(N2CCN(C(=O)C3C4C=CC5(CN(Cc6ccccc6Cl)C(=O)C35)O4)CC2)c1 (stereo not drawn)	/	-1	/	1.6	/
63	CC1CC2(CC(C)(C(=O)CSc3nc4ccccc4s3)OC2=O)C(=O)O1 (stereo not drawn)	17	-5	-5	1.3	-3
64	Cn1cnc([N+](=O)[O-])c1Sc1ncccc1N	4	16	0	1.1	20

#	sEH inh	CD11b adhes inh	PostGolgi yeast	PostGolgi ctrl
61	5	-5	0	6
62	/	-24	-8	7
63	-20	-12	4	8
64	-2	18	0	-4

Gathered by group: those above containing a CF3 group
#	SMILES	sEH activator	E coli WT exp	S1P2 agonist	PLAP activator	S1P2 antag
6	CCOC(=O)C(C(=O)N(C)C)c1ncc(C(F)(F)F)cc1Cl (stereo not drawn)	4	-4	-8	0.9	12
8	Cc1ccccc1Cn1ccc(NC(=O)c2cnn3c(C(F)(F)F)cc(-c4ccco4)nc23)n1	4	-10	1	0.9	-3
16	Nc1nc(-c2ccc(F)cc2)cc(C(F)(F)F)n1	-8	7	-2	0.7	-26
44	CS(=O)(=O)c1nc(-c2cccs2)cc(C(F)(F)F)n1	-9	12	-1	0.9	29

#	sEH inh	CD11b adhes inh	PostGolgi yeast	PostGolgi ctrl
6	-2	/	18	7
8	-1	-39	-1	33*
16	6	0	-5	9
44	9	-8	8	55*
